HTR5A ag: HTR5A agonism, opioid heterodimer counter-screen | HTR5A agonist assay, luminescence, cell-based | hit rate 0.61% among 340,000 | P47898 | activation, % at 9.3 µM; in the data active = activation mostly above about 9.5%, no sharp cut-off; inactive = mostly below about 7.6%;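 also: 0% = cells with vehicle only and 100% = reference agonist; strong numbers were not always called active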
OPRM1-OPRD1 ag: agonists of human mu-delta opioid receptor heterodimerization. activation, % at 9.3 µM. hit rate 0.3% among 340,000. AID 504326. cells, OPRM1-OPRD1 heterodimerization, luminescence. P35372+P41143; in the data active = activation above about 18%;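 also: 0% = vehicle-treated cells and 100% = reference agonist; values of inactives mirror those of a sister screen read the other way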
HTR5A inv ctr: inverse agonist of human HTR5A in OPRM1-OPRD1 counter-screen. HTR5A cell line, luminescence, inverse agonism. inhibition, % at 9.3 µM. hit rate 0.083% among 340,000; in the data active = inhibition mostly above about 23%, no sharp cut-off; inactive = mostly below about 18%;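 also: 0% = cells with DMSO and 100% = no-cell wells with DMSO; some compounds called inactive have numbers as strong as hits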
phage Ecoli inh: E. coli growth loss with phage present | growth absorbance | inhibition, % at 11.9 µM | hit rate 0.26% among 360,000 | AID 651602; in the data active = inhibition above about 11%
AddAB inh: less growth of phage-infected E. coli with AddAB; E. coli expressing H. pylori AddAB, absorbance growth; inhibition, % at 11.9 µM; AID 435030; hit rate 0.29% among 330,000; in the data active = inhibition above about 12%;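 also: 0% = vehicle wells of infected cells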
PfHsp90 yeast 2: growth inhibition of yeast expressing Plasmodium Hsp90; S. cerevisiae expressing PfHsp90, BacTiter-Glo ATP, 48 h; yeast lacking PDR1 and PDR3 efflux regulators; inhibition, % at 9.4 µM; hit rate 0.32% among 310,000;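 active = every replicate shows inhibition above about 80%, whatever the replicate mean, limit read from the data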;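 also: 0% = DMSO neutral controls and 100% = 20 µM radicicol positive controls; yeast relying on Plasmodium falciparum Hsp90 in place of its own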
Pemphigus Ab inh: human desmoglein-3 autoantibody binding inhibition. DSG3-coupled beads, scFv-anti-DSG3-GFP binding, flow cytometry; stronger effect = lower value. P32926. hit rate 0.48% among 310,000. binding (percent of control), % at 10 µM. AID 588358;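 active = binding more than 3 SD below its plate's average and above zero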;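 also: hits lower antibody fragment binding to DSG3; some compounds called inactive have numbers as strong as hits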
Target sequence (P32926 whole entry, looked up, the tested form may be a part): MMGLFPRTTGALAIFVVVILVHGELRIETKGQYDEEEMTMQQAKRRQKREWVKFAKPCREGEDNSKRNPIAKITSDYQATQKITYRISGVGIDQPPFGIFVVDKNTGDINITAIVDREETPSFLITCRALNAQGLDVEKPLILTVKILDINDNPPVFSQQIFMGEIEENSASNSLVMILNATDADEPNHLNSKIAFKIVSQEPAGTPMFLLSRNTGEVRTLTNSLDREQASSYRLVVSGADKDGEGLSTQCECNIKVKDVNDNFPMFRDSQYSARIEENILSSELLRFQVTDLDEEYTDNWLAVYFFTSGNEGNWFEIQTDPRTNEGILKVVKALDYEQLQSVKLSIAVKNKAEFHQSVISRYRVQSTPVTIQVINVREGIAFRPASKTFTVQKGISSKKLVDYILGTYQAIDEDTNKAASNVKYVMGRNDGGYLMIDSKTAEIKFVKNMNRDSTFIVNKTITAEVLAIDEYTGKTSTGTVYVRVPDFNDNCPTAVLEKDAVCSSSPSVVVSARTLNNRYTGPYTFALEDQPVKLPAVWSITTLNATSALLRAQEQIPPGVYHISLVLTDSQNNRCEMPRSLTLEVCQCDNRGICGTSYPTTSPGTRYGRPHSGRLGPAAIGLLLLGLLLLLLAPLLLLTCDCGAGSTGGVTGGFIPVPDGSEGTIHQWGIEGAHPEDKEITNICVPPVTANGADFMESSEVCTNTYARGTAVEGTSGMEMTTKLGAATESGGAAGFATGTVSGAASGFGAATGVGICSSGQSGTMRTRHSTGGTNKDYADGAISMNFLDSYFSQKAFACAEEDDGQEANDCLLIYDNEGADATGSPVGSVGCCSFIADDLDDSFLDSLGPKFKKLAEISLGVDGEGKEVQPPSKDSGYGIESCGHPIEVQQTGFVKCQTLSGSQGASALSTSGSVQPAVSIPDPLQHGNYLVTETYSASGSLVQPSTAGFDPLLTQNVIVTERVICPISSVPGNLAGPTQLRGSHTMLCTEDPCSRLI
SUMO Mot1 rescue: inhibitors of SUMOylation pathway: yeast Mot1-301 growth rescue. S. cerevisiae Mot1-301 growth rescue, ATP luminescence, 38.5C; percent above DMSO median, 100 means doubled. growth rescue, % at 18.8 µM. hit rate 1% among 320,000;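 active = every valid replicate shows activation above 250% relative to neutral control wells; inactive = the rest, any valid replicate at or below 250%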;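 also: OY570 slx delta 5 strain wells were the positive control but not used for scaling; some compounds called inactive have numbers as strong as hits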
E coli growth: counter-screen for AddAB inhibitors: E. coli growth inhibition; E. coli V3065 growth, OD600 absorbance, 18 h; hit rate 0.27% among 330,000; inhibition, % at 11.9 µM;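 active = inhibition above the campaign's mean inhibition across all tested compounds plus 3 SD, cut at about 9.9% in these data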;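 also: uninfected addAB+ strain grown without phage in ampicillin broth; 0% = DMSO wells and 100% = ciprofloxacin 0.95 µg/ml wells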
PKA-R1A activ: PKA-R1A complex activation; AID 504707; activation, % at 11.4 µM; PKA-R1A dissociation, Cy5-IP20 fluorescence polarization; scaled: DMSO 0%, 113 µM cGMP 100%; P00514+P68181; hit rate 0.083% among 340,000;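 active = percent activation above the mean of all tested compounds plus 3 SD, cut at about 19% in these data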;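 also: higher means more PKAc released from R1A so a rise in polarization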
MOR-DOR inv ag: inverse agonist of human OPRM1-OPRD1 heterodimerization | cell-based MOR-DOR heterodimer luminescence, inverse agonism | inhibition, % at 9.3 µM | hit rate 0.21% among 340,000; in the data active = inhibition above about 22%, passing the limit was not always enough;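 also: 0% = cells with DMSO and 100% = wells without cells with DMSO; values of inactives mirror those of a sister screen read the other way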
The depositor's hits bear a star; x = no result given.

SMILES	HTR5A ag	OPRM1-OPRD1 ag	HTR5A inv ctr	phage Ecoli inh	AddAB inh	PfHsp90 yeast 2	Pemphigus Ab inh	SUMO Mot1 rescue	E coli growth	PKA-R1A activ	MOR-DOR inv ag
O=S1(=O)CCC(NC2CCCC2)C1 (stereo unspecified)	-2	-1.8	6	-0.2	1.8	-20	101	-4	-0.1	8	9
CCOCCCNC(=O)Cn1cnc2c(cnn2-c2ccc(F)cc2)c1=O	2	-1.1	-8	1.5	-1.2	7	118	5	0.7	-2	6
CCCNC(=O)CN1CCN(S(=O)(=O)c2ccc(Br)s2)CC1	4	-3.1	-11	0.4	-1.1	-16	104	26	-1.2	-13	12
CCOC(=O)C(C(=O)c1ccccc1)C1CC(C)NC(=S)N1 (stereo unspecified)	-4	-3.5	8	1.6	1.6	-9	x	8	2.0	-6	18
O=C(O)c1ccc(-c2nnn(Cc3cccc(C(F)(F)F)c3)n2)cc1	2	-2.5	2	3.4	0.8	11	90	-14	5.1	-3	13
CS(=O)(=O)Nc1ccc2[nH]c(=O)[nH]c2c1	-2	-3.0	5	x	1.5	5	105	4	1.8	-9	15
CC(C)C[C@@H](CO)NS(=O)(=O)c1cc(Cl)ccc1F	-2	-1.5	7	3.2	x	4	102	x	x	3	7
CC(NC(=O)c1ccccc1NS(C)(=O)=O)c1ccccc1 (stereo unspecified)	-1	-3.0	-16	2.9	0.5	-8	x	-22	-2.3	-10	12
CCCN1CCC(N2CCN(c3cccc(C(F)(F)F)c3)CC2)CC1	3	1.5	-21	4.4	-1.1	-7	109	88	-1.9	8	-8
O=C(O)c1ccccc1CC(CCc1ccccc1)C(=O)O (stereo unspecified)	-4	-2.3	14	4.1	x	-5	92	x	x	-1	12
O=C(N/N=C/c1cccnc1)C(O)(c1ccccc1)c1ccccc1	3	-3.1	-8	-1.2	3.1	6	99	-6	2.6	7	19
Cc1cccc(NS(=O)(=O)c2ccc(C(=O)NCC(c3ccco3)N(C)C)cc2)c1C (stereo unspecified)	-2	1.2	-7	1.2	3.5	0	x	64	1.6	9	-6
Cc1ccc(Cc2ccccc2C(=O)O)cc1	1	-3.0	-5	0.2	x	6	x	x	x	5	15
O=S(=O)(c1ccccc1)N1N=C(c2ccc(O)cc2)CC1c1ccco1 (stereo unspecified)	2	0.5	-6	2.8	-0.9	1	122	64	-0.1	-8	-2
Cc1ccc(CCSCC(=O)O)cn1	-5	-2.3	-3	3.1	4.8	10	x	-7	-1.2	4	12
CC1=CC(C)(C)Nc2ccc(OC(=O)c3ccco3)cc21	2	-1.5	13	-1.3	1.8	14	103	22	0.2	-13	9
S=c1[nH]ncn1/N=C/c1ccccc1	-1	-1.1	10	0.9	3.5	22	82	-9	-3.8	-15	4
N#Cc1ccc(N2CCc3ccccc3C2)c([N+](=O)[O-])c1	4	-0.5	-10	3.5	0.0	-1	103	x	-0.3	-5	2
COc1cc(/C=C(\C#N)c2nc3ccccc3[nH]2)cc(OC)c1O	-1	1.8	9	2.7	0.7	-33	107	23	-3.3	0	-9
COC(=O)c1ccccc1NC(=O)CCNC(=O)Cn1cnc2ccccc2c1=O	1	-1.5	-4	1.9	-0.8	-25	104	-2	-4.4	7	8
CC(=O)N1c2ccc(S(=O)(=O)NCCC(=O)Nc3ccc(OC(F)(F)F)cc3)cc2CC1C (stereo unspecified)	-4	-1.8	-46	2.7	1.2	9	102	-3	-1.4	-19	9
CC(=O)c1sc2nsc(SCCN3CCCCC3)c2c1N	x	x	x	-2.1	1.0	17	90	3	1.7	x	x
CN(c1ccc(OCCOc2ccccc2Cl)cc1)S(=O)(=O)c1ccccc1	5	0.6	-12	3.9	3.2	-5	114	0	0.3	-1	-2
O=C(C[C@H]1C/C=C\CC[C@@H](Cc2ccc(F)cc2)C(=O)O[C@@H](c2ccccc2)CNC1=O)N[C@@H](CO)Cc1ccccc1	7	-2.1	-20	0.9	2.6	-12	97	7	-1.1	-7	12
COc1ccc2cc(C#N)c(Cl)nc2c1	x	x	x	0.0	-0.5	2	x	-19	-2.6	x	x

Grouped by structure, the entries above containing an aryl methoxy group
SMILES	HTR5A ag	OPRM1-OPRD1 ag	HTR5A inv ctr	phage Ecoli inh	AddAB inh	PfHsp90 yeast 2	Pemphigus Ab inh	SUMO Mot1 rescue	E coli growth	PKA-R1A activ	MOR-DOR inv ag
COc1cc(/C=C(\C#N)c2nc3ccccc3[nH]2)cc(OC)c1O	-1	1.8	9	2.7	0.7	-33	107	23	-3.3	0	-9
COc1ccc2cc(C#N)c(Cl)nc2c1	x	x	x	0.0	-0.5	2	x	-19	-2.6	x	x

More compounds follow.
SMILES	HTR5A ag	OPRM1-OPRD1 ag	HTR5A inv ctr	phage Ecoli inh	AddAB inh	PfHsp90 yeast 2	Pemphigus Ab inh	SUMO Mot1 rescue	E coli growth	PKA-R1A activ	MOR-DOR inv ag
CC(NC(=O)c1cn(C(C)c2ccccc2F)nn1)c1ccncc1 (stereo unspecified)	-1	1.8	3	3.3	-1.0	x	87	-2	-0.8	-8	-13
C/C(=N/OC(=O)C1CC12CCC2)c1ccc(Br)cc1 (stereo unspecified)	4	7.3	-10	5.4	0.6	-9	107	-7	1.6	-11	-53
COc1ccc(S(=O)(=O)Nc2ccc(O)c(Sc3ncn[nH]3)c2)cc1	2	2.8	-26	-0.1	1.0	11	89	75	3.0	-4	-16
Cc1ccc(-n2nc3c(N4CCC(C(=O)N5CCC(C(N)=O)CC5)CC4)nnc(C)c3c2C)cc1	1	-1.6	-4	1.7	2.1	-3	182	-11	0.4	-5	8
Cc1ccccc1N1CCN(CC(=O)NCc2ccc(Cl)cc2)CC1	1	-1.2	-3	1.5	2.2	4	103	22	1.6	-2	6
COC(=O)c1cc2c(C)nn(-c3ccccc3)c2s1	-2	2.3	4	0.0	5.0	-21	x	-3	0.9	-4	-10
CCc1ccc(CN/C=C/C(=O)c2ccc(Br)cc2)cc1	10	1.2	-25	0.8	1.7	0	89	-3	-0.7	1	-6
CCOC(=O)COc1ccc2nsnc2c1Cl	-8	-1.1	17	3.8	3.3	x	105	5	-0.5	3	5
CCOc1cc(S(=O)(=O)Nc2cc(C)cc(C)c2)ccc1Cl	5	12	-38	0.6	0.9	1	93	50	1.0	-8	-63
COc1cc(CCC(=O)OCC(=O)Nc2cc(S(=O)(=O)N3CCOCC3)ccc2Cl)cc(OC)c1OC	-3	-0.8	8	4.5	x	-7	110	x	x	-7	3
Cc1ccc(CN(c2ccc(C(=O)Nc3cccnc3)cc2)S(C)(=O)=O)cc1	-4	0.7	15	4.0	1.1	5	100	13	0.9	-3	-4
NNC(=O)c1ccc(COc2cccc3cccnc23)cc1	0	2.7	1	7.4	1.0	-11	88	49	1.1	-7	-19
Cc1ccc2nc(SCC(=O)Nc3ccc(F)c([N+](=O)[O-])c3)[nH]c2c1	2	2.5	-13	6.8	7.3	13	104	-13	2.9	-4	-13
Cc1ccc(CSCCNC(=O)c2ccc(N(C)S(=O)(=O)c3ccccc3)cc2)cc1	2	-0.5	5	2.1	1.2	-8	113	-8	1.7	8	3
O=C(O)c1cccc(Cn2cccn2)c1	1	0.4	-4	1.3	0.7	2	99	233	0.0	3	-2
COc1ccc(/C(O)=C/C(=O)C(=O)Nc2c(C)n(C)n(-c3ccccc3)c2=O)cc1	3	-4.0	-2	3.0	2.6	x	109	-11	1.9	-3	18
Cc1cccc(N2CCN(S(=O)(=O)c3ccc4c(c3)CC(=O)N4C)CC2)c1C	4	-2.2	-5	1.1	-1.7	-85	94	0	-2.6	0	12
COc1cc(OC)cc(-c2c(C#Cc3ccsc3)c3cc(Br)ccc3n2C)c1	-2	-0.9	4	-0.2	-0.2	-26	97	-7	-3.2	13	5
Nc1nc2ccc(O)cc2s1	-1	-1.6	-2	1.9	1.1	18	109	-7	0.5	-1	8
CCOc1ccc(C2c3cc(OC)c(OC)cc3CC(=O)N2c2ccccc2)cc1 (stereo unspecified)	-4	-1.9	-18	1.6	2.1	-5	108	-12	1.0	-13	10
Cc1cc(C)nc(SCC(=O)c2c(N)n(C)c(=O)n(C)c2=O)n1	-4	-2.2	-11	2.5	-1.6	16	99	-10	1.2	3	12
CC12CCC(C(=O)N3CCOCC3)([C@H](Br)C1=O)C2(C)C (stereo partly specified)	x	x	x	-0.1	2.4	x	94	0	0.2	x	x
O=C(c1cc(Br)ccc1Cl)N1CCN(c2ccc(N3CCOCC3)nn2)CC1	-6	-1.9	14	2.9	4.7	10	111	-1	0.9	-13	10
Cc1ccc(NC(=S)NNC(=O)c2ccc(N3CCOCC3)c([N+](=O)[O-])c2)cc1C	0	-3.6	19	5.8	0.8	15	92	366*	1.1	-4	22
O=C(NCCc1ccc(F)cc1)c1ccc(NS(=O)(=O)c2ccc3[nH]c(=O)[nH]c3c2)cc1	-4	-0.6	-10	3.2	-0.2	-23	105	-25	0.6	-15	4
Carrying on.
SMILES	HTR5A ag	OPRM1-OPRD1 ag	HTR5A inv ctr	phage Ecoli inh	AddAB inh	PfHsp90 yeast 2	Pemphigus Ab inh	SUMO Mot1 rescue	E coli growth	PKA-R1A activ	MOR-DOR inv ag
COC(=O)c1ccc(-c2ccc(/C=N/NC(=O)Cc3nnc(N)s3)o2)cc1	-1	-0.4	18	-1.6	1.0	-1	x	16	0.7	3	2
c1ccc(CNc2ncnc3c2cnn3Cc2ccccc2)cc1	5	-0.1	-14	1.9	1.8	-18	96	8	0.7	-20	0
Fc1ccc(CNc2ncccn2)cc1	-4	2.0	-26	1.7	1.7	-6	123	-6	-0.4	3	-16
CC(C)CN(C(=O)COC(=O)/C=C/c1cccs1)c1c(N)n(Cc2ccccc2)c(=O)[nH]c1=O	-4	-0.9	12	0.9	2.4	x	101	-5	1.1	-1	6
CC1=Nc2ccccc2/C1=C\c1nc(-c2ccc(C(F)(F)F)cc2)oc1O	10	0.4	-12	2.1	-1.6	-17	130	-5	-1.5	1	-2
CN1CCSc2ccc(C(=O)Nc3cc(F)ccc3F)cc21	8	-0.2	-6	-1.0	-1.6	5	89	9	-2.4	-8	1
Oc1ccc(/C=N/N2CCN(C3c4ccccc4-c4ccccc43)CC2)c(O)c1	4	4.6	-10	2.0	-1.2	0	107	4	-0.6	-5	-24
CCCCCCCNC(=O)C1(CC2CC(c3cccc(Br)c3)=NO2)CCN(C(=O)C2CCCC2)CC1 (stereo unspecified)	-2	-1.0	4	0.9	0.5	-2	108	249	1.9	-7	5
COc1ccc(OCC(=O)N(C)CC2COc3ccccc3O2)cc1 (stereo unspecified)	-3	0.8	4	1.5	0.3	11	93	-9	-1.0	8	-3
O=C(CSc1cccc[n+]1[O-])Nc1ccc(C(F)(F)F)cc1[N+](=O)[O-]	1	2.3	-2	2.3	-0.3	13	112	296	0.5	5	-11
N#C/C(=C\c1cccnc1)c1ccc([N+](=O)[O-])cc1	9	2.9	-24	1.8	3.3	15	111	-36	1.5	0	-15
COc1cccc(CNC(=O)CCC2CCCN(C(=O)c3cccc4c(C)c(C)[nH]c34)C2)c1 (stereo unspecified)	-1	-1.2	4	2.9	0.4	-21	106	-19	-0.2	-10	6
Cc1ccc(C)c2nc3sc(C(=O)O)cc3cc12	x	x	x	3.5	-0.5	25	98	-6	-4.2	x	x
COc1ccccc1CNCc1ccc(OC)c(OC)c1OC	7	-1.2	16	1.1	1.1	5	121	26	-0.4	-6	7

Screening data deposited in PubChem by several laboratories.
